High-throughput results deposited in PubChem BioAssay by NCI.
NCI-60 one-dose screen, 48 h, at 10 µM unless noted. Numbers give growth in % (100 = growth as untreated, 0 = no growth, -100 = all killed).
HL-60(TB) = HL-60(TB) leukemia cells. AID 1794776. actives 9% (n = 78,000); active = growth percent below 10
The depositor's hits bear a star; & = joins results of further samples; ! = not confirmed by another sample. This is a subset; the hit share may differ from the screen's.

Sample of the layout:
SMILES	HL-60(TB)
CCN1C(=S)NN(C(SC)(SC)C(C#N)C#N)C(SC)C(C#N)=C1N (stereo unspecified)	100.6
O=P(O)(O)c1ncc(-c2ccc(C(F)(F)F)cc2)c(NC2CCCCCC2)n1	80.1

All compounds of this part, from the first entry:
SMILES	HL-60(TB)
CCN1C(=S)NN(C(SC)(SC)C(C#N)C#N)C(SC)C(C#N)=C1N (stereo unspecified)	100.6
O=P(O)(O)c1ncc(-c2ccc(C(F)(F)F)cc2)c(NC2CCCCCC2)n1	80.1
O=C1CC(c2cccc(F)c2)c2c(n[nH]c2-c2ccc(Cl)cc2)N1 (stereo unspecified)	97.3
Nc1c(Cl)cc(N=Nc2ccccc2)cc1Cl	97.4
CC(=O)c1ccc(Nc2nc(NCCO)nc(NCCO)n2)cc1	105.8
Cc1nc(-c2cccs2)ccc1NC(=O)Nc1ccc(F)cc1	85.8
COc1ccc(-n2nc(C(=O)Nc3ccc(C(=O)O)cc3)nc2-c2cc(OC)c(OC)c(OC)c2)cc1	102.3
CC(=O)N(CC(O)CN(C(C)=O)c1c(I)c(C(=O)NCC(O)CO)c(I)c(C(=O)NCC(O)CO)c1I)c1c(I)c(C(=O)NCC(O)CO)c(I)c(C(=O)NCC(O)CO)c1I (stereo unspecified)	86.7
CC(C)=CCC[C@H](C)c1ccc(C)c(CO)c1O	95.7
COc1ccc(C(=O)c2cc3c(N)c(C(=O)Nc4cccc(Br)c4C)sc3nc2C)cc1	-58.7*
CS(=O)(=O)Nc1ccc(-c2nc(-c3cccc(OCCN4CCOCC4)c3)c(-c3ccnc(Br)c3)[nH]2)cc1	61.2
CC1=C(C)C(=O)OC([C@](C)(O)[C@]2(O)CC[C@@]3(O)[C@@H]4C[C@H]5O[C@]56CC=CC(=O)[C@]6(C)[C@H]4CC[C@]23COC(=O)c2ccc(C)o2)C1 (stereo partly specified)	-22.6*
O=C(Nc1ccc(Cc2ccc(NC(=O)Nc3nc4ccccc4s3)cc2)cc1)Nc1nc2ccccc2s1	63.5
COc1ccc2cc(/C=C3\SC(=O)NC3=O)c(Cl)nc2c1	53.1
COc1cccc(-c2c(C#N)c(-c3ccccc3)nc3c2c(-c2ccccc2)nn3-c2ccccc2)c1	100.7
CC(O)c1ccc(C(C)(C)C)cc1 (stereo unspecified)	122.5
O=c1cc(Br)c(O)c(Br)cc1Br	122.2
Cc1ccc(CNn2c(COc3ccccc3)nc3ccccc3c2=O)cc1	101.1
N#Cc1ccccc1-c1ccc(Cn2c(-c3cscn3)nc3c(Cl)cccc32)cc1	85.8
COc1cc(-c2nn(-c3ccc(Br)cc3)cc2CO)ccc1O	74.8
COc1ccccc1S(=O)(=O)Nc1ccc2c(c1)CN(C)C(=O)N2	21.9
O=C(CN1N=C(c2ccccc2)CCC1=O)Nc1nc2ccccc2s1	95.3
CCN1Cc2nc3sc(C)c(C)c3c(=O)n2C=C1C	1.1*
Clc1ccc(-c2ccccc2)nn1	103.0
CCOC(=O)C(=O)N(CCC(=O)O)c1ccccc1	113.7
O=C1/C(=C/c2ccccc2)CCc2nc3ccccc3c(/C=C/c3ccccc3)c21	82.2
CCCC[P+](CCCC)(CCCC)Cc1ccccc1	49.3&57.5
O=C(Nc1ccc(-n2ccc3c(NC(=O)c4ccccc4)ncnc32)cc1)Nc1ccc(Cl)c(C(F)(F)F)c1	15.3
O=S(=O)(c1ccccc1)n1c(Cl)cc2c1-c1oncc1CC2	91.5
COc1ccc(C(Nc2ccccc2)C(=O)c2ccccc2)cc1 (stereo unspecified)	87.6
Nc1nonc1-c1nc2ccccc2[nH]1	104.5
c1ccc(-c2nc(N3CCN(C(c4ccccc4)c4ccccc4)CC3)c3ccccc3n2)cc1	101.2
N/N=C(\c1ccccc1)c1ccc(Cl)cc1	105.8
O=C1NC(=O)C(Cc2ccc(OCc3ccc(-c4ccc(Br)cc4)cc3)cc2)S1 (stereo unspecified)	94.2
Nc1nn2c(-c3cc4cc(Br)ccc4oc3=O)ccnc2c1N=Nc1ccc(Cl)cc1	107.7
O=CNc1ccc(S(=O)(=O)c2ccc([N+](=O)[O-])cc2)cc1	73.0
Cc1cccc2c1CCCC2=O	81.2
COc1cc(OC)c2c(c1)O[C@@]1(OC)[C@H](c3ccccc3)CC(=O)[C@@]21O	97.6
CC1(C)CC[C@]2(C(=O)O)CC[C@]3(C)C(=CC[C@@H]4[C@@]5(C)CC[C@H](O)C(C)(C)[C@@H]5CC[C@]43C)C2C1 (stereo partly specified)	30.2
Clc1ccc(C2=Nn3c(Cc4ccccc4)nnc3SC2)cc1	105.1
O=[N+]([O-])c1ccc(N/N=C/CCc2ccccc2)nc1	111.8
CC(C)N=C([Se])NC(=O)c1cccs1	56.0
Cc1ccccc1C(C)(O)c1cnc(C)n1Cc1ccccc1 (stereo unspecified)	101.0
CCOC(=O)c1cn(CCN(C(C)C)C(C)C)c2nc(NCc3ccc(OC)c(OC)c3)nn2c1=O	100.3
Cc1cc(NCCN(C(C)C)C(C)C)nc(/N=C(\N)Nc2ccc(Cl)c(C(F)(F)F)c2)n1	-87.9*

Exported with bars between the fields: 3 of the compounds above
structure | HL-60(TB)
O=[N+]([O-])c1ccc(N/N=C/CCc2ccccc2)nc1 | 111.8
Nc1nonc1-c1nc2ccccc2[nH]1 | 104.5
CC(C)N=C([Se])NC(=O)c1cccs1 | 56.0

Other compounds:
SMILES	HL-60(TB)
CCC(C)C1NC(=O)C(CC(C)C)NC(=O)C(C)NC(=O)C(C(C)C)NC(=O)C(CCCCN)NC(=O)C(CC(C)C)NC(=O)C(C(C)C)NC(=O)[C@H](C)NC(=O)C(C(C)CC)NC(=O)C(CCCN=C(N)N)NC(=O)C(CCCCN)NC(=O)C(CCCN=C(N)N)NC(=O)C(CCCCN)NC(=O)C([C@H](C)CC)NC(=O)C(CCCCN)NC1=O (stereo partly specified)	-39.5*
CC(C)CCCC(C)C/C=C\C=O (stereo unspecified)	95.1
C=C(C)[C@@H]1CC[C@]2(COP(=O)(OCC)OCC)CC[C@]3(C)[C@H](CC[C@@H]4[C@@]5(C)CC[C@H](OP(=O)(OCC)OCC)C(C)(C)[C@@H]5CC[C@]43C)[C@@H]12	16.2
N#Cc1c(N)n2c(nc1=Nc1ccc(Cl)cc1)sc1cccc(Cl)c12	87.9
COc1cccc(/C=C2\Oc3cc(OCCCN4CCCCC4)ccc3C2=O)c1	89.3
N#Cc1ncc(-c2ccc(C(F)(F)F)cc2F)c(NC2CCCCCC2)n1	91.0
Oc1ccc(-c2ccc3c(c2)ncn3-c2ccc(F)cc2)cc1	55.7
CC(C)(C)Nc1nc2c(OCCc3ccccc3)cccn2c1-c1ccccc1O	87.2
COc1ccc(-c2nn(-c3ccccc3)cc2/C=C2\SC(=S)N(c3ccccc3)C2=O)cc1	95.0
CC(=O)C(CCC(=O)O)(CCC(=O)O)C(C)C	88.7
Cc1c(C(=O)O)nnn1C1CC2CCC1C2 (stereo unspecified)	82.5
Nc1ncc(-c2ccc3ncnc(N4CCc5cc(F)c(Cl)cc54)c3c2)cn1	7.7*!
Cn1cc(C2=C(c3coc4ccc(F)cc34)C(=O)NC2=O)c2cc(Br)ccc21	117.3
COc1ccc(-c2nn(-c3cccc(Cl)c3)cc2-c2c(C#N)c(=O)n3[nH]c(-c4ccccc4)nc3c2C#N)cc1	79.9
COc1cc(Nc2scc3[n+]2CCC3)cc(OC)c1OC	102.9
CCOc1ccc2nc(/N=C(\N)C(Cl)(Cl)Cl)sc2c1	91.6
C=C1C(=O)O[C@H]2[C@H]1CC/C(C=Nc1ccncc1N)=C\CC[C@@]1(C)O[C@@H]21	79.5
O=C(Cn1c(=O)[nH]c2ccccc2c1=O)Nc1ccccc1	90.8
OC(COc1ccccc1Cl)CN1CCCCC1 (stereo unspecified)	104.2
CON(C)C(=O)c1cc(-c2ccccc2)n(-c2ccc(S(C)(=O)=O)cc2)n1	88.9
C[C@@H]1C(=O)O[C@H]2[C@H]1CC/C(CO)=C\CC[C@@]1(C)O[C@@H]21	101.9
CC(C)C(NC(=O)CN)C(=O)O (stereo unspecified)	98.7&94.9
O=C1C(c2ccccc2)CN1Cc1ccccc1 (stereo unspecified)	102.7
Cc1ccc(/C(=C\CN2CCCC2)c2ccccn2)cc1	110.5
Nc1cc(Cl)ncn1	89.9
CCOC(=O)C1=C(C)NC(C)=C(C(=O)OCc2ccccc2)C1c1cccc(C#N)c1 (stereo unspecified)	16.1
COc1cc(/C=C/C(O)=C2/C(=O)CC(C)OC2=O)cc2c1OCO2 (stereo unspecified)	111.1
Cc1cccc(Cc2cnc(NC(=O)CCCOc3ccc(Cl)cc3)s2)c1	-34.2*
O=[N+]([O-])c1ccc(/C=C/c2ccccc2)cc1	94.9
Cc1cc(Br)ccc1-n1cc(C#N)c(N)c1C(=O)c1ccc(C#N)cc1	101.8
C/C(=C\N1CCCCC1)C1CCC2C3CCC4=CC(=O)CCC4(C)C3CCC12C (stereo unspecified)	87.4
COc1ccc(C2c3cccn3-c3ccccc3N2C(C)=O)cc1 (stereo unspecified)	-49.9*
COc1ccc2nc(-c3ccc(OC)c(OC)c3)cc(-c3nnc(SCC(=O)c4ccccc4)o3)c2c1	91.5
COc1cc(-c2nn(C(=O)NS(=O)(=O)c3ccc(C)cc3)cc2-c2ccncc2)ccc1Cl	75.7
CCOC(=O)C1=C2N=C(C)C=C(c3ccccc3)N2NC(=O)N1	115.8
N#CC(NS(=O)(=O)c1ccc(Cl)cc1)=C(Cl)Cl	75.1
CCN(CC)c1ccc(-c2cc(-c3cc(OC)c(OC)c(OC)c3)nc(N3CCOCC3)c2C#N)cc1	-43.4*
CC1(C)CC(=O)C2=C(C1)Nc1cc3c(cc1C2c1ccc(F)cc1)OCO3 (stereo unspecified)	90.2
CC[C@H](C)[C@@H]1NC(=O)[C@H]([C@@H](C)O)NC(=O)C(Cc2ccccc2)NC(=O)[C@@H]2CCCN2C(=O)C(C(C)C)NC(=O)C(Cc2ccccc2)NC(=O)CNC(=O)[C@@H]2CCCN2C1=O (stereo partly specified)	5.2*
COc1ccc(-c2c3c(nn2-c2ccc(N)cc2)CCc2cnoc2-3)cc1OC	93.1
O=C1CCCc2cc3c(ccc4ccccc43)cc21	81.1
CN(CC#N)C(=O)C(=O)c1c[nH]c2ccccc12	176.6
Nc1nccc(NCCSCc2ccccc2)n1	100.9
O=C(O)C(O)c1ccc(Br)cc1 (stereo unspecified)	103.3
CCCCN=C1OCc2[nH][nH]c(=O)c21	103.8

Retrieved one by one from the entries so far:
SMILES	HL-60(TB)
CC1(C)CC[C@]2(C(=O)O)CC[C@]3(C)C(=CC[C@@H]4[C@@]5(C)CC[C@H](O)C(C)(C)[C@@H]5CC[C@]43C)C2C1 (stereo partly specified)	30.2
Cc1cc(NCCN(C(C)C)C(C)C)nc(/N=C(\N)Nc2ccc(Cl)c(C(F)(F)F)c2)n1	-87.9*
COc1cc(-c2nn(C(=O)NS(=O)(=O)c3ccc(C)cc3)cc2-c2ccncc2)ccc1Cl	75.7
CON(C)C(=O)c1cc(-c2ccccc2)n(-c2ccc(S(C)(=O)=O)cc2)n1	88.9
CC(=O)C(CCC(=O)O)(CCC(=O)O)C(C)C	88.7
Nc1cc(Cl)ncn1	89.9
CCN1Cc2nc3sc(C)c(C)c3c(=O)n2C=C1C	1.1*

Going on with the list.
SMILES	HL-60(TB)
O/N=C(/CSc1n[nH]c(-c2ccncc2)n1)c1ccccc1	117.6
COc1ccc(C(=S)N2CCN(c3ccc(Cl)cc3)CC2)cc1	89.7
CCOC(=O)c1sc(NC(=O)COc2cccc(/C=C3\CCc4cc(OC)ccc4C3=O)c2)nc1C	-52.9*
O=C(O)[C@@H]1CCCC[C@H]1Cl	102.9
CCOC(=O)Nc1nc2ccccc2[nH]1	-38.2*!
CC(=O)n1nc(-c2ccc(N)cc2)cc1-c1ccccn1	133.1
COc1ccc(C2Cc3c(nn(-c4ccc(C)cc4)c(=O)c3C#N)C(O)=C2[N+](=O)[O-])cc1 (stereo unspecified)	90.6
N#Cc1cc(-c2nc3ccccc3s2)c(=O)n(NS(=O)(=O)c2ccccc2)c1N	102.9
COC(=O)/C(=N\Nc1nnc(C)n1N)C(C#N)c1ccc(Cl)cc1 (stereo unspecified)	91.1
CC(C)=CC/C=C(/C)[C@H]1CC[C@]2(C)[C@@H]1CC[C@@H]1[C@@]3(C)C/C(=C/c4ccccn4)C(=O)C(C)(C)[C@@H]3CC[C@]12C	33.3
O=C(CCCl)OCc1ccc([N+](=O)[O-])o1	98.8
CC(C)[N+](C)(C)CC(O)COc1cccc2ccccc12 (stereo unspecified)	126.1
Cc1cccc(NC(=O)c2sc3nc4c(cc3c2N)CN(Cc2ccccc2)CC4)c1	108.0
C=C=C(CCCC)C(=O)O	123.8
Cc1ccc(Nc2cc(C)nc(NCCCNc3ccnc4cc(Cl)ccc34)n2)cc1	-73.0*
COc1ccc(CSc2nc3ccc(C)cc3c(=O)n2-c2ccc(OC)cc2OC)cc1	111.7
CCOC(=O)C(CSC(c1ccccc1)(c1ccccc1)c1ccccc1)NC(=O)C(CSC(c1ccccc1)(c1ccccc1)c1ccccc1)NC(c1ccccc1)(c1ccccc1)c1ccccc1 (stereo unspecified)	118.4
CCOC(=O)c1sc2nc(-c3cnccn3)cc(-c3cccs3)c2c1N	100.2
COc1ccc(C)cc1NC(=O)Oc1ccc(C#N)cc1	100.3
O=c1[nH]c(=S)[nH]c(=O)n1Cc1ccc(Cl)cc1	99.7
O=c1[nH]c2ccccc2n1C1=CCNCC1	84.8
CC1(C)C(=O)/C(=C\c2ccncc2)C[C@]2(C)[C@H]3CC[C@@H]4[C@@H](C(=O)/C=C\c5ccncc5)CC[C@@]4(C)[C@]3(C)CC[C@@H]12	87.4
Cc1cc(OC(=O)Nc2ccccc2)ccc1Cl	94.5
COc1cccc(-n2cc(C#N)c(N)c2C(=O)c2ccc(C#N)cc2)c1	106.7
O=C(O)CCNC(=O)c1nc(-c2ccccc2)n(-c2ccccc2)n1	96.2
O=C1CN=C(c2ccc[nH]2)c2cc(Cl)ccc2N1	66.8
O=C1C=CC(=O)c2c(O)cccc21	41.1
c1ccc(CNCCc2ccccn2)cc1	81.3
O=[N+]([O-])c1ccc(N/N=C/C2CCCCCC2)c([N+](=O)[O-])c1	97.1
CCN(CC)C(=O)C(N)Cc1ccc(OC)c(N(CCCl)CCCl)c1 (stereo unspecified)	73.2
COc1ccc(-c2cc(=O)c3c(C)cc(O)cc3o2)cc1OC	88.3
O=C(O)CCN1C(=O)/C(=C/c2cc3cc4c(cc3nc2Cl)OCCO4)SC1=S	94.0
